thrombin 1536: thrombin (human) inhibition | 220,000 compounds, 0.26% hits | alpha-thrombin, Boc-VPR-AMC fluorogenic substrate cleavage | inhibition, % at 5 µM | AID 1046;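 active means inhibition at or above 40%; inactive means inhibition below 40%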;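 further: 0% = enzyme with no compound and 100% = wells without enzyme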
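Material: Human alpha-thrombin protein | Buffer or medium: pH 7.5 Tris-saline with Tween 20 | Reagent: Boc-VPR-AMC substrate, 15 µM final | Schedule: Reaction at ambient temperature | Detection: AMC fluorescence at 355 nm excitation and 460 nm emission | Evaluation: Percent inhibition scaled between no-compound controls and no-enzyme blanks | Controls: no-compound enzyme wells and no-enzyme blanks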
PERK inh: human PERK inhibition, primary cell-based screen. CHO PERK-DD fusion, SEAP luminescence translation reporter. Q9NZJ5. 220,000 compounds, 0.17% hits. inhibition, % at 5.6 µM;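 active means inhibition above the mean inhibition of all tested compounds plus 3 SD, set separately per screening campaign, cut at about 2.9% in these data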;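 further: PERK kinase domain activated by AP20187 dimerizer at 100 nM; 0% = DMSO with dimerizer and 100% = rapamycin at 8.4 µM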
p97 inhibitor: human p97 ATPase inhibition; recombinant p97 ATPase, Kinase-Glo ATP luminescence, 3 h; inhibition, % at 8 µM; 220,000 compounds, 0.42% hits; in the data active means inhibition above about 15%;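 further: 0% = DMSO vehicle and 100% = wells lacking enzyme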
hK5 inh: kallikrein 5 (human) inhibition; Q9Y337; 210,000 compounds, 0.59% hits; recombinant hK5, fluorogenic AMC substrate cleavage; inhibition, % at 5 µM;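 active means inhibition of 40% or more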;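 further: 0% = enzyme controls without compound and 100% = no-enzyme blanks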
Target sequence (Q9Y337 67-293 limits assumed): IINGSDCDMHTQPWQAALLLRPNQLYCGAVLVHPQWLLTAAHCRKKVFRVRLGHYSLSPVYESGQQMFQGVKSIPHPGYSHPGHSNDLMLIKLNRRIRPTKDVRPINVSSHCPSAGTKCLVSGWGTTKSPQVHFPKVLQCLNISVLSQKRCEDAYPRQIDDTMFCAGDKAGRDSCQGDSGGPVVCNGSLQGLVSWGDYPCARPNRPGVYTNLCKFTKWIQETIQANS
Wee1 degr inh: blocks degradation of human Wee1 kinase; HeLa Luc-Wee1K328M stability, luciferase luminescence; 100% = proteasome inhibitor MG132 effect; reporter increase, % at 5 µM; 220,000 compounds, 1.2% hits;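 active means activation above the mean of all tested compounds plus 3 SD, set per screening run, cut at about 8.8% in these data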;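 further: cells exposed to compound for 20 h before luminescence read; 0% = DMSO alone and 100% = MG132 at 30 µM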
FXIIa inh: blocks human coagulation factor XIIa protease activity. inhibition, % at 5 µM. 220,000 compounds, 0.3% hits. P00748. purified FXIIa, Boc-QGR-AMC fluorogenic substrate, 2 h. AID 800; in the data active means inhibition above about 40%;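 further: 0% = enzyme with no compound and 100% = blank without enzyme; many of its hits are not listed in these tables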
KCC2 mod: modulates chloride dependent transport by human KCC2; Q9H2X9; 190,000 compounds, 2.2% hits; B-score of Tl+ flux slope (higher = more flux/activation; lower = inhibition) at 10 µM; AID 1456; KCC2 cells, thallium flux FluoZin-2 fluorescence;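 active means thallium flux slope and its plate-corrected score both differing from the plate sample mean at a set confidence after two filtering rounds, in either direction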;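 further: slope of fluorescence scaled to starting intensity during 10 to 20 s after thallium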
Furin inh: blocks human furin protease activity. purified furin, fluorogenic substrate cleavage. inhibition, % at 30 µM. 220,000 compounds, 0.061% hits; in the data active means inhibition above about 25%; further: inactives centre near -15
Target sequence (P09958 108-714 limits assumed): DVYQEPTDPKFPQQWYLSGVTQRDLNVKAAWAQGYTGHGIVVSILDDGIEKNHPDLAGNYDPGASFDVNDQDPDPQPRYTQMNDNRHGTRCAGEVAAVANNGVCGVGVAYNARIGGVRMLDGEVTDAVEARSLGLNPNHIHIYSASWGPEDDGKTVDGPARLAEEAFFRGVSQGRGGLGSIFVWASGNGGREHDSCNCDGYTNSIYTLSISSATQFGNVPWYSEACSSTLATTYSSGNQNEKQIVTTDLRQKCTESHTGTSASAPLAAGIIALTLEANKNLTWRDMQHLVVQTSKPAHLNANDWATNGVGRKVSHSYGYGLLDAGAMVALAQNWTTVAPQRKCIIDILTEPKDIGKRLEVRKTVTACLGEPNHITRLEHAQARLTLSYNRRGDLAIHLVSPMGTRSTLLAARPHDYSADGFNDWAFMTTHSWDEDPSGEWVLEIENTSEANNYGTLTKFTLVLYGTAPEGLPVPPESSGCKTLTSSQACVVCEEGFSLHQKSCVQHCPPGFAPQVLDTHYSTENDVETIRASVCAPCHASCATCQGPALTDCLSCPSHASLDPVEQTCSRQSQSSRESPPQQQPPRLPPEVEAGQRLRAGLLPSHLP
FXIa inh 1536: blocks human coagulation factor XIa protease activity. P03951. purified FXIa, Boc-Glu-Ala-Arg-AMC fluorogenic substrate. inhibition, % at 5 µM. 220,000 compounds, 0.14% hits;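 active means inhibition of at least 40%; inactive means inhibition below 40%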;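 further: fluorescence of freed AMC excited at 355 nm; 0% = enzyme without compound and 100% = no enzyme blank; many of its hits are not listed in these tables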
The depositor's hits bear a star; x = not tested or not shown; [ ] = another dose, or the depositor's remark.

structure,thrombin 1536,PERK inh,p97 inhibitor,hK5 inh,Wee1 degr inh,FXIIa inh,KCC2 mod,Furin inh,FXIa inh 1536
CCN1CCCC1CN=Cc1c(O)n(-c2ccccc2)c(=O)c2ccccc12 (centres undefined),0.8,-0.1,2.4,5.3,1.0,2.1,x,-19.0[20 µM],0.7
Cc1cc(Cl)ccc1NC(=O)CSc1nnc(Cc2cccs2)n1Cc1ccco1,-7.7,-0.6,-0.9,-14.9,0.4,16.1,-0.0178,-22.7[20 µM],1.0
CCC(=O)Nc1ccc(-c2nn3c(C)nnc3s2)cc1C,-2.3,1.2,2.3,-11.7,-1.0,8.0,x,-15.3,1.6
CCCN1CNc2c(c(=O)[nH]c(=S)n2CCc2ccc(OC)c(OC)c2)C1,-9.4,0.7,0.2,-5.6,6.5,7.0,0.0966,-20.4,-5.3
O=C(N/N=C/c1cccnc1)c1ccccc1OCc1cccc(Br)c1,-10.8,-0.6,0.2,-6.9,-2.2,7.9,-2.2,-18.7,-2.5
CCCCOC(=O)Nc1ccc(C(=O)OCCC)cc1,-4.8,0.0,-0.8,-28.3,3.5,5.2,-0.11,-10.6[20 µM],-2.1
N#C/C(=C\c1cn[nH]c1-c1ccc(Cl)cc1)C(=O)NC1CC1,2.0,-0.1,2.8,-3.4,-0.4,11.1,-1.55,-6.4,8.3
Cc1ccc(C(=O)Nc2nc3ccccc3n3nnnc23)cc1,-4.5,0.3,5.0,3.4,4.0,-1.6,0.401,-12.2[20 µM],-5.3
COC(=O)c1ccc(C(=O)OC)c(NC(=O)COC(=O)C2CCCCC2)c1,0.4,-1.5,-8.2,-8.2,0.6,9.0,x,-5.0[20 µM],1.5
CCOC(=O)C(=CNc1ccccc1N1CCOCC1)C(=O)OCC,-6.9,-1.2,-1.5,-5.3,-0.3,0.5,x,6.5,-3.7
Cc1ccc(/C=C/S(=O)(=O)NCC(=O)OCC(=O)N2CC(=O)Nc3ccccc32)cc1,-2.6,1.7,1.1,-4.6,-1.4,14.1,-0.767,-13.9,5.9
O=C(NC1CCCC1)C(c1ccc(N2CCOCC2)cc1)N(C(=O)c1ccco1)c1ccccc1F (centres undefined),0.7,0.0,-4.9,22.7,3.1,34.1,0.466,-9.3,13.2
O=C(NN1C(=O)c2ccccc2NC1c1ccoc1)c1ccc([N+](=O)[O-])cc1 (centres undefined),1.4,0.4,0.7,-15.0,5.7,-7.3,-0.342,-23.6,-4.6
Cc1nc2cc3nc(C)sc3cc2s1,7.4,-0.5,5.2,-14.8,5.0,9.5,0.14,-15.5,2.6
O=C(NC1CCN(C(=S)NCc2ccco2)CC1)C1CCCCC1,7.0,0.1,4.2,13.9,-2.4,6.2,x,-23.0[20 µM],7.5
O=C(CNC(=O)c1ccccc1)NCc1ccc(Cl)cc1,0.1,1.1,0.9,-1.2,5.5,8.4,-0.572,-17.0,0.5
COc1ccccc1OCCOC(=O)Nc1ccccc1,6.0,1.0,0.2,-3.1,4.5,1.6,-2.72,-7.5,-3.1
Cc1ccc(SCc2ccc(C(=O)Nc3cccc([N+](=O)[O-])c3C)cc2)cc1,-0.5,-0.2,-3.4,-9.9,-0.9,13.6,x,-21.4[20 µM],2.7
Cc1cccc(-n2nc(C(=O)Nc3ccccc3)n3c(=O)cc(-c4ccccc4)nc23)c1,-1.4,0.7,4.6,-4.7,-0.4,6.8,-0.432,-1.7[20 µM],0.8
C=CCOC(=O)C1=C(C)OC(N)=C(C#N)C1c1ccoc1 (centres undefined),-8.6,0.9,4.1,-9.8,-3.4,6.9,1.3,-27.3[20 µM],0.9

Looked up above.
Cc1cc(Cl)ccc1NC(=O)CSc1nnc(Cc2cccs2)n1Cc1ccco1 in KCC2 mod is listed with -0.0178
Cc1ccc(SCc2ccc(C(=O)Nc3cccc([N+](=O)[O-])c3C)cc2)cc1 in PERK inh is listed with -0.2
O=C(CNC(=O)c1ccccc1)NCc1ccc(Cl)cc1 in PERK inh is listed with 1.1

Following part:
structure,thrombin 1536,PERK inh,p97 inhibitor,hK5 inh,Wee1 degr inh,FXIIa inh,KCC2 mod,Furin inh,FXIa inh 1536
NC(=O)C1CCN(C(=O)CSc2ccccn2)CC1,0.6,0.8,4.7,-20.0,6.6,16.3,-0.265,-13.9[20 µM],2.2
ClC(Cl)c1nnc(-c2ccccc2)c(-c2c[nH]c3ccccc23)n1,-4.9,-0.3,1.2,-4.0,3.8,-2.0,-2.53,-9.4,-2.8
CCC(c1nnnn1Cc1ccc2c(c1)OCO2)N1CCN(c2ccccc2)CC1 (centres undefined),-0.4,-0.7,-11.5,-15.1,-1.2,4.6,x,-3.8,-2.0
CN(C(=O)C(Cl)Cl)C1CC2C=CC1C2 (centres undefined),1.2,1.3,4.8,-3.7,10.8*,3.8,0.275,-22.4,10.3
CN(C(=O)CSc1nc2c(c(=O)[nH]1)CCCC2)C1CCCCC1,-6.3,0.4,0.7,-1.1,-1.0,2.7,-0.82,-15.1[20 µM],-8.4
C[N+]1(CCCCCCC(=O)/C=N/O)CCCCCC1,-0.3,-1.5,-6.2,-0.7,0.1,16.2,x,-7.1[20 µM],-11.7
O=C(N/C(=C/c1ccc(Br)cc1)c1nc2ccccc2[nH]1)c1ccco1,3.9,-0.7,4.9,-8.0,2.8,33.9,-0.392,-8.9[20 µM],18.8
O=S(=O)(c1ccccc1)c1cnc(-c2ccccc2)nc1N1CCCCC1,0.7,0.3,-2.0,-16.2,5.2,-0.8,-0.313,-10.0,-1.7
Cc1ccc(C(=O)c2cc([N+](=O)[O-])ccc2N2CC(C)OC(C)C2)cc1 (centres undefined),-8.3,0.8,3.1,-3.7,-0.4,13.2,-0.494,-17.6,5.7
COc1ccc(N2CCN(C(c3cccs3)c3nnnn3C3CCCC3)CC2)cc1 (centres undefined),-3.5,-0.2,-0.8,2.4,0.1,6.0,-1.57,-5.8[20 µM],4.7
CC(=O)c1c(C)[nH]c(C(=O)N2CCc3ccccc32)c1C,-3.2,-0.2,1.5,4.8,-0.2,7.2,x,-20.1,2.1
COc1ccccc1CSc1ncc(-c2ccc([N+](=O)[O-])cc2)[nH]1,-0.9,-0.6,1.8,-15.4,1.2,1.6,-3.8,-1.2,0.6
CC(C)OC(=O)NCCOC(=O)Nc1ccccc1Cl,2.2,-0.6,0.7,-16.6,-2.1,5.8,-0.218,-29.9,-3.9
COc1cc2c(=O)n(CCCC(=O)NCC3CCCO3)c(=O)n(CC(=O)c3ccc(F)cc3)c2cc1OC (centres undefined),-6.0,0.7,-4.7,4.3,-2.0,6.8,0.0493,-11.2,-0.7
Cc1ccc2nc3c(cc(C(=O)NCC4CCCO4)n3C)c(=O)n2c1 (centres undefined),-19.0,0.7,3.2,-379.9,-0.1,-22.0,x,-69.0,-15.6
Cc1cccc(NS(=O)(=O)c2cccc3nsnc23)c1,-2.2,0.8,1.2,-19.1,-3.3,7.8,-0.0194,-31.7[20 µM],-2.7
O=C1C2C3c4ccccc4C(c4ccccc43)C2C(=O)N1CN1CCOCC1 (centres undefined),0.8,0.0,1.6,-9.5,-1.2,14.1,-0.309,-20.1,-2.6
CC(=O)Nc1ccc(S(=O)(=O)NC2(C(F)(F)F)C(=O)Nc3c2c(=O)[nH]c(=O)n3Cc2ccccc2)cc1 (centres undefined),3.3,0.7,7.5,-0.6,1.6,13.8,1.06,-16.2,9.2
O=C1C2C3C=CC(CNS(=O)(=O)c4ccccc4[N+](=O)[O-])(O3)C2C(=O)N1c1ccccc1 (centres undefined),-0.2,-0.9,-2.2,0.6,-2.4,x,0.551,-29.0,-2.6
CS(=O)(=O)N(CC(=O)NC1CCCC1)c1cccc(F)c1,-0.1,-0.4,1.9,-1.4,-0.4,11.3,x,-5.1[20 µM],3.6

Looked up by structure from the list above:
structure,thrombin 1536,PERK inh,p97 inhibitor,hK5 inh,Wee1 degr inh,FXIIa inh,KCC2 mod,Furin inh,FXIa inh 1536
CC(=O)Nc1ccc(S(=O)(=O)NC2(C(F)(F)F)C(=O)Nc3c2c(=O)[nH]c(=O)n3Cc2ccccc2)cc1 (centres undefined),3.3,0.7,7.5,-0.6,1.6,13.8,1.06,-16.2,9.2
CS(=O)(=O)N(CC(=O)NC1CCCC1)c1cccc(F)c1,-0.1,-0.4,1.9,-1.4,-0.4,11.3,x,-5.1[20 µM],3.6
COc1cc2c(=O)n(CCCC(=O)NCC3CCCO3)c(=O)n(CC(=O)c3ccc(F)cc3)c2cc1OC (centres undefined),-6.0,0.7,-4.7,4.3,-2.0,6.8,0.0493,-11.2,-0.7
CC(C)OC(=O)NCCOC(=O)Nc1ccccc1Cl,2.2,-0.6,0.7,-16.6,-2.1,5.8,-0.218,-29.9,-3.9
O=C(N/C(=C/c1ccc(Br)cc1)c1nc2ccccc2[nH]1)c1ccco1,3.9,-0.7,4.9,-8.0,2.8,33.9,-0.392,-8.9[20 µM],18.8
O=C(NC1CCN(C(=S)NCc2ccco2)CC1)C1CCCCC1,7.0,0.1,4.2,13.9,-2.4,6.2,x,-23.0[20 µM],7.5

Later entries
structure,thrombin 1536,PERK inh,p97 inhibitor,hK5 inh,Wee1 degr inh,FXIIa inh,KCC2 mod,Furin inh,FXIa inh 1536
Cc1csc(NC(=O)c2ccncc2)n1,-4.5,0.8,2.9,-3.2,-1.8,9.8,0.0241,-11.7,5.1
CCCCCC1CCC(c2nnc(SCC(C)=O)o2)CC1 (centres undefined),-0.5,0.2,-9.5,3.8,-2.3,14.6,1.84,-7.0,5.4
O=S(=O)(c1ccccc1)N1CCC(O)(CSc2ccc(F)cc2)CC1,-8.1,0.3,-1.6,-5.0,-1.5,4.5,-1.57,-20.8,-1.4
CN(Cc1c(F)cccc1Cl)c1nnnn1-c1ccccc1,-7.0,-0.2,-6.2,-8.1,-2.1,8.2,-0.882,-16.3,-3.5
CCN(Cc1ccccc1)C(=O)CSc1ccccc1C(=O)O,-4.5,0.3,2.7,1.6,-1.8,4.4,0.449,-21.3,-2.4
Cc1noc(NS(=O)(=O)c2ccc(N3C(=O)c4ccccc4C3=O)cc2)c1C,-4.0,0.7,1.9,-5.7,-0.6,-8.0,-1.42,-20.3[20 µM],-9.9
CCN(CC)C(=O)CSc1nnc(-c2ccc(O)cc2)n1CC1CCCO1 (centres undefined),0.9,-1.2,-8.6,-15.0,0.5,12.4,0.609,-7.4[20 µM],6.3
CNC(=S)N/N=C/c1ccc(N(C)C)cc1,-1.5,-0.5,8.3,-0.6,3.5,5.3,0.995,13.1,4.4
N#CC1=C(N)SC(N)=C(C#N)C1c1cccc(O)c1,-5.0,0.5,9.1,-15.7,1.9,7.8,-0.355,-7.5[20 µM],-3.6
COC(=O)NNC(=O)COc1ccc(Cl)cc1,-4.7,0.8,5.8,-9.8,-0.4,16.7,-0.0103,-11.5[20 µM],3.7
C=C1CCN(C(C(=O)OC)C(C)C)S(=O)(=O)c2ccccc21 (centres undefined),1.3,x,x,2.5,x,8.0,-1.97,-34.5,2.0
CC(C)N=C(NC#N)SCc1ccc(F)cc1,-1.5,-0.2,-0.3,-8.9,0.0,7.1,-0.838,-15.1,-9.9
O=C(Nc1ccccc1)Nc1ccc(Br)c(Cl)c1,2.3,0.8,2.2,-20.9,-3.4,19.1,-0.11,-8.3,9.1
CCCCOc1ccc(N=Cc2cccs2)cc1,-1.6,0.8,0.8,-6.5,-1.4,15.4,0.853,-12.7,12.6
Clc1ccc(-n2ncc3c(NCc4ccccn4)ncnc32)cc1,-13.1,1.2,-0.2,8.9,2.6,-9.6,-0.126,-0.5,1.1

Source: PubChem BioAssay (several laboratories)

The order is random; any-hit rate near 4.4%.
